ABCB6 inh 2: inhibitors of human ABC transporter ABCB6. hit rate 0.19% among 360,000. fluorescence ratio to DMSO, % at 10 µM. K562-ABCB6 porphyrin accumulation, flow cytometry, 1 h; hits give low values. Q9NP58;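 active = fluorescence ratio to DMSO below 75%, the collection mean minus 3 SD; inconclusive = too few cells collected in the well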;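 also: signal is porphyrin accumulated inside mitochondria; 100% equals median channel fluorescence of DMSO control wells; lower ratio means ABCB6 inhibition with less porphyrin fluorescence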
MC4R antagonist: human MC4R antagonism in cAMP assay | hit rate 0.48% among 360,000 | AID 540295 | inhibition, % at 6.5 µM | P32245 | MC4R-expressing cells, MTII-stimulated cAMP, LANCE TR-FRET;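 active = inhibition above its plate's cutoff, the mean of tested wells on that plate plus 3 SD, cut at about 29% in these data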;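 also: 0% = Melanotan II alone and 100% = Melanotan II plus saturating MCL0020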
Target sequence (P32245 whole entry, looked up): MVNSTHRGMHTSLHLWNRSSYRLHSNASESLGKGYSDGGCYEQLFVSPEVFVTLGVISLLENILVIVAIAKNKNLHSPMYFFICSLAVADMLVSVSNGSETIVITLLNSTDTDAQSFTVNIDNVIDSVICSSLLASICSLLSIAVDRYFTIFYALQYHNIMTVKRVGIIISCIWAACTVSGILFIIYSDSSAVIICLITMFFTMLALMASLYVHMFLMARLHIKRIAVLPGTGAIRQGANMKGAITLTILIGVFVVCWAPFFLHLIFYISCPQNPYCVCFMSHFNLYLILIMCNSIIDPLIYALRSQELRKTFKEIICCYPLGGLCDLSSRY
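system = U2OS cells with stable human MC4R expression | also added = Melanotan II challenge after compound preincubation | dosing = one concentration, 6.5 µM nominal | incubation = compound 30 min, challenge 1 h, detection 1 h | measured by = TR-FRET with Eu-cAMP and labeled anti-cAMP, 671 nm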
aDG glyco up: increases alpha dystroglycan glycosylation. AID 624168. Pro5-aDG cells, alpha-DG glycosylation AlphaScreen (IIH6); 0% Pro5, 100% B10-LARGE cell signal. hit rate 0.22% among 360,000. activation, % at 10 µM;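 active = activation of at least 8% versus controls, or a plate z-score of at least 8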;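 also: Pro5 are CHO cells carrying HIG-tagged alpha-DG that lacks glycosylation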
PDI inh: PDI (human) enzyme inhibition; inhibition, % at 10 µM; PDI insulin aggregation turbidity, A650, 90 min; hit rate 0.052% among 350,000; P07237;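 active = mean inhibition across replicates of 30% or more, whatever share of single replicates reach that level; inconclusive = mean inhibition below 30% while every single replicate reaches 30%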;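 also: absorbance from insulin aggregation driven by PDI reduction with DTT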
Target sequence (P07237 whole entry, looked up): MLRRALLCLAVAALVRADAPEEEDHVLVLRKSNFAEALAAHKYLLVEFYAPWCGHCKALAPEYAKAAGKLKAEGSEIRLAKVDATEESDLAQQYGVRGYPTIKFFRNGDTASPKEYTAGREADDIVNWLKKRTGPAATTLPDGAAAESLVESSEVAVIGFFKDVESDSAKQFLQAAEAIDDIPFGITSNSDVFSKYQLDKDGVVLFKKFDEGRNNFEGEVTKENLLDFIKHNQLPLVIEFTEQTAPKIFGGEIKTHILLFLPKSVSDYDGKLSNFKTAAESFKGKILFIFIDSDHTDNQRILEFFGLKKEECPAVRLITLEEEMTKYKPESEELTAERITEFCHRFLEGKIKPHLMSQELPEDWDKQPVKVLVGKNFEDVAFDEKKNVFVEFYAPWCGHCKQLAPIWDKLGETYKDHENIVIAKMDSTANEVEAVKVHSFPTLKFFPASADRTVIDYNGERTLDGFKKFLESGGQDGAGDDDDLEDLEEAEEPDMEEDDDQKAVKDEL
Vif inh: inhibitors of HIV Vif; hit rate 0.35% among 340,000; inhibition, % at 7.49 µM; HEK293T cells, Vif self-association by quenched fluorescence, imaging, 24 h; AID 602346; in the data active = inhibition above about 50%, passing the limit was not always enough; inconclusive = no clear call, values can overlap the other calls; inactive = below about 31%; also: some results filed as inactive read as strong as hits
m5-HT2A agonist: agonists of mouse serotonin 5-HT2A receptor (HTR2A) | CHO-K1 mHTR2A beta-arrestin complementation, luminescence; percent of 30 µM serotonin response | activation, % at 7.6 µM | hit rate 0.66% among 360,000 | P35363 | AID 624169;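 active = activation above a run cutoff, the mean activation of all tested compounds plus 3 SD, cut at about 14% in these data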;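 also: 0% = plate median of compound wells and 100% = 30 µM serotonin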
MC4R barr agon: human MC4R agonism via beta-arrestin; AID 540308; activation, % at 8.9 µM; hit rate 0.98% among 360,000; P32245; U2OS MC4R beta-arrestin complementation, luminescence; percent of melanotan II response, DMSO zero;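 active = activation above a per-plate cutoff, the mean activation of sample wells on that plate plus 3 SD, cut at about 8% in these data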
CaV13 FRET inh: Disruptors of the CACNA1D IQ motif to Ca2+-dependent inactivation inhibitor domain association, primary screening, Förster resonance energy transfer in intact living …. HEK cells, CFP/YFP FRET ICDI-IQ, plate reader, 10 min; percent FRET-ratio fall versus neutral wells. inhibition, % at 12.3 µM. hit rate 0.098% among 340,000. AID 743397;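 active = mean replicate inhibition of at least 30% and at least 1% of replicates passing that level; inconclusive = only one of the two criteria is met; inactive = neither criterion is met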;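 also: 0% = median of the neutral control wells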
N-glyco inh: N-linked glycosylation inhibition | hit rate 0.23% among 360,000 | AID 588692 | D54 ERlucT glycosylation luciferase reporter, 24 h; percent of 100 nM tunicamycin response | reporter increase, % at 12.5 µM;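 active = mean luciferase reporter signal, scaled so untreated is 0 and the glycosylation-blocking control 100, at or above a set limit in every replicate; inconclusive = mean reaches the limit but not every replicate does; inactive = mean below the limit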;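 also: luciferase carries N-glycosylation sites so blocking glycosylation raises the light; 0% = median of neutral control wells and 100% = median of 100 nM tunicamycin wells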
Cardio protect: protects H9c2 cardiomyocytes from peroxide injury | H2O2 injury protection, ATPLite, 2 h | protection from H2O2 cell death, % at 20 µM | hit rate 0.63% among 360,000 | AID 588492;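 active = compounds giving at least 50% protection of heart cells from peroxide-induced death in the single-dose screen, raw or plate-pattern-corrected value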;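 also: 0% = DMSO wells with peroxide and 100% = DMSO wells without peroxide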
The depositor's hits bear a star; ? = inconclusive; . = not tested or not shown.

SMILES | ABCB6 inh 2 | MC4R antagonist | aDG glyco up | PDI inh | Vif inh | m5-HT2A agonist | MC4R barr agon | CaV13 FRET inh | N-glyco inh | Cardio protect
CCOC(=O)c1cc(CC)sc1N1C(=O)CC(Sc2ncccc2C(=O)O)C1=O (stereo not drawn) | 98 | 13 | -0.1 | 8 | -1 | 2 | -3.0 | -4 | 0 | 6
Nc1cc(-c2cccc(F)c2)nn1S(=O)(=O)c1cccc2nsnc12 | 99 | 3 | 1.5 | -7 | -3 | -5 | 0.4 | -5 | 0 | -2
O=S(=O)(c1ccc(NC(=S)N2CCN(c3ccc(O)cc3)CC2)cc1)N1CCOCC1 | 130 | 22 | -0.1 | 0 | 3 | -6 | 1.8 | -2 | 0 | -5
Cc1ccc(NC(=S)N(Cc2cccc(Br)c2)CC2CCC(C(=O)O)CC2)cc1 (stereo not drawn) | 98 | -1 | -0.1 | 4 | 3 | 5 | 0.4 | . | 3 | 3
CCCCCSc1nc(C)c(CC(=O)O)c(=O)[nH]1 | 90 | 1 | 0.0 | -3 | 13 | 4 | -1.6 | . | -1 | 1
COC(=O)c1scc(C)c1N/N=C(\C)c1ccc(F)cc1F | 103 | 13 | 0.8 | 3 | 0 | 2 | 2.6 | . | 0 | 4
Cc1ccc(N(CC(=O)NC2CCCC2)C(=O)CCC(=O)Nc2ccccn2)cc1 | 99 | 24 | -0.1 | 1 | -4 | 2 | -1.7 | -3 | 1 | -2
CC1(C)Cc2ccccc2C(NNC(=O)c2ccccc2)=N1 | 96 | 0 | -0.3 | -2 | -6 | -2 | 1.3 | -5 | 2 | 12
CCOCCCNCC(=O)Nc1ccccc1N1CCOCC1 | 101 | 11 | -0.1 | -1 | . | 0 | 4.7 | -7 | 3 | 1
Nc1nonc1-c1nc2ccccc2[nH]1 | 88 | 1 | 0.0 | 0 | . | 0 | -0.8 | -4 | 1 | -1
Cc1noc(C)c1S(=O)(=O)N1CCN(S(=O)(=O)c2ccccc2C#N)CC1 | 98 | 6 | 0.0 | 0 | 9 | -3 | 0.6 | -1 | -1 | 0
COc1ccc(N2CCN(C(=S)Nc3ccccc3OC)CC2)cc1 | 97 | 5 | -0.2 | 9 | -2 | 1 | -1.8 | -20 | -1 | -4
CCN(CC)c1ccc([N+](=O)[O-])cc1C(=O)O | 98 | 18 | -0.3 | -11 | 7 | -3 | -0.5 | -20 | 2 | 5
CCCn1nc2cc(C(=O)NCc3ccc(OC)cc3)ccc2c1OCC | 97 | 9 | -0.1 | -2 | -3 | 2 | -0.1 | -5 | 0 | -6
Cc1ccc(NS(=O)(=O)c2cccc(C(=O)NNC(=O)c3cccn3C)c2)c(C)c1 | 102 | 5 | -0.2 | 7 | 0 | 3 | -4.1 | . | 0 | 4
Cc1cccc(NS(=O)(=O)c2cccc(C(=O)N3CCN(C/C=C/c4ccccc4)CC3)c2)c1 | 100 | 8 | 0.0 | 9 | -3 | -10 | -0.1 | -6 | -2 | 4
CCOc1ccc(NC(=O)C2CCCN(S(=O)(=O)c3cccc4nsnc34)C2)cc1 (stereo not drawn) | 104 | 18 | 0.4 | -3 | -7 | 1 | -3.0 | -7 | -1 | 2
COC(=O)c1c(NC(=O)Cc2cccs2)sc(C(=O)N2CCCCC2)c1C | 94 | 8 | 0.1 | 5 | -6 | 1 | -1.9 | -8 | 3 | -2
CCOc1ccccc1N1CC(C(=O)Nc2ccccc2N2CCCC2)CC1=O (stereo not drawn) | 96 | -6 | 0.0 | 4 | -3 | 1 | -4.0 | -5 | 1 | 2
COc1ccc2[nH]c(=O)c(CN(CC3CCCO3)C(=S)Nc3ccccc3)cc2c1 (stereo not drawn) | 103 | 2 | 0.8 | 4 | -8 | -1 | 1.3 | -5 | -1 | 6
Nc1n[nH]c2cccc(Cl)c12 | 88 | 7 | 0.0 | 0 | -10 | 2 | -1.4 | -2 | -4 | -2
Nc1[nH]ncc1-c1ccc(F)cc1 | 107 | 1 | 0.4 | 5 | -4 | -2 | 0.9 | -1 | 0 | 2
CCSc1nnc(NC(=O)CCN2C(=O)C3CCCCC3C2=O)s1 (stereo not drawn) | 95 | 5 | -0.1 | -1 | -3 | 12 | -3.1 | -2 | 1 | 16
Cc1ccc(C)c(C(C)NC(=S)NC2CCCCC2)c1 (stereo not drawn) | 99 | 7 | 0.7 | -1 | -1 | -2 | -1.2 | -3 | -5 | -7
COc1ccc(C(=O)N[C@H](C(=O)NCc2ccc(C)cc2)C(C)C)cc1 | 101 | 23 | 0.0 | 7 | 6 | -2 | 1.0 | -2 | 1 | 1
O=C(Cc1cccs1)N1CCCC(c2nc3c(nnn3Cc3ccc(F)cc3)c(=O)[nH]2)C1 (stereo not drawn) | 99 | 6 | 0.0 | 8 | 3 | 5 | 2.2 | -6 | 6 | 8
CCOc1cc(CNCC(C)C)cc(Cl)c1OCc1ccccc1 | 86 | -3 | 1.4 | 7 | 1 | -2 | 2.1 | -6 | -3 | -6
CCOC(=O)CC12CN3CN(C1)CC(CC(=O)OCC)(C3)C2=O | 97 | 9 | 0.0 | 0 | -20 | 1 | -1.1 | -11 | 1 | -1
CCOc1ccc(C(=O)NNC(=O)CCNC(=O)c2ccc(Br)cc2)cc1OC | 99 | 2 | 0.4 | -6 | 4 | 8 | -0.9 | -7 | 1 | 6
CCc1nc2c(OCCC3CCCCC3)cccn2c1N(C=O)Cc1ccccc1 | 96 | 3 | 0.2 | 1 | 12 | -4 | -1.8 | -6 | 2 | -7
COc1ccccc1/C=C/c1onc(C)c1S(=O)(=O)N1CCC(C(=O)NC2CCCCCC2)CC1 | 97 | 19 | 0.0 | -13 | -3 | -8 | -1.7 | -7 | 0 | -3
O=C(OCC(=O)N1CCN(c2ccccc2)CC1)c1ccc2ncsc2c1 | 93 | 2 | -0.4 | -12 | 9 | -4 | 0.5 | -5 | 1 | 10
CCN(CC)c1ccc(/C=N/Nc2nc3ccccc3[nH]2)c(O)c1 | 141 | 8 | 0.0 | -2 | 19 | -7 | -1.6 | . | -10 | -15
Cc1ccc(CC(NC(=O)c2ccccc2)C(=O)NC(C)C(=O)O)cc1 (stereo not drawn) | 95 | 4 | 0.0 | -28 | -2 | 4 | -2.1 | -5 | 0 | 0
CCn1c(CNC(=O)c2ccccc2Cl)cc2ccccc21 | 103 | -1 | -0.1 | 10 | 1 | -3 | -1.2 | -5 | -2 | -8
CCSc1nnc(NC(=O)c2cc(C)oc2C)s1 | 97 | -1 | -0.1 | -7 | . | 0 | 0.9 | -9 | -1 | 0
O=C(COc1ccc2c(c1)oc(=O)c1ccccc12)NC(Cc1ccc(Cl)cc1)C(=O)O (stereo not drawn) | 95 | 9 | 0.3 | . | 10 | 5 | -2.4 | . | 0 | 1
CCCCNC(=O)c1ccccc1NC(=O)c1ccccc1N(C)S(C)(=O)=O | 93 | -4 | 0.0 | 6 | -2 | 5 | -0.4 | -8 | 1 | 1
N#Cc1ccc(C(=O)Nc2nc3ccccc3[nH]2)cc1 | 101 | -3 | -0.2 | -1 | -7 | -9 | 3.8 | -5 | -9 | -12
Oc1ccc2ccccc2c1CNc1ccccn1 | 97 | 0 | 0.1 | 9 | -1 | -1 | -0.2 | -20 | 0 | -2
CN(Cc1cn(Cc2ccccc2)nc1-c1ccc2c(c1)OCO2)Cc1nccn1C | 97 | -1 | -0.3 | -2 | 4 | -9 | -2.9 | -6 | -2 | 0
COCc1cc(=O)oc2cc(NC(=O)c3ccc(C(C)(C)C)cc3)ccc12 | 92 | 9 | 0.3 | 7 | -6 | -1 | 4.1 | . | 19 | 2
CC(=O)c1ccc(NC(=O)CN2CCOCC2)cc1 | 99 | 5 | 0.0 | 2 | 4 | -5 | -0.2 | -2 | 2 | 3
Cc1cc(NC(=O)C(C)Oc2ccc(Cl)cc2Cl)no1 (stereo not drawn) | 103 | 12 | -0.1 | -7 | -59 | 2 | 0.8 | -3 | -2 | -10
CCOC(=O)c1c(C)c(C(=O)N2CCN(c3cccc(Cl)c3)CC2)c(C)n1C | 104 | -6 | -0.2 | -5 | -3 | -3 | 2.0 | -5 | 0 | 2
C/C(=N\NC(=O)c1ccc(Cl)cc1)c1cccc(NC(=O)c2cccnc2)c1 | 96 | 0 | 0.0 | -1 | -1 | 0 | 4.4 | -5 | -1 | 8
NC(=O)c1cccc(NC(=O)Nc2ccc(Cl)cc2)c1 | 94 | 18 | 0.1 | 9 | -4 | -5 | -0.4 | -3 | -2 | 17
CCC1CCC2(CC1)NNC(=S)NN2 | 95 | 9 | 0.1 | -7 | 2 | 2 | 1.2 | -9 | 1 | -2
COc1ccc(NC(=O)CC#N)cc1OC | 94 | 1 | 0.1 | 14 | -5 | -2 | -1.3 | -4 | 1 | 14
CCOC(=O)c1cnn(-c2ccccc2)c1NC(=O)c1ccccc1C | 97 | -1 | 0.0 | -1 | 54* | 6 | -0.1 | -5 | 2 | -2
O=C(Nn1cnnc1)c1cc(-c2cccc(Br)c2)nc2ccccc12 | 93 | 15 | -0.1 | -1 | -1 | 4 | -1.8 | -2 | -1 | -10
Cc1cc(-n2c(C)cc(C(=O)CSc3[nH]c(=O)cc(C(F)(F)F)c3C#N)c2C)no1 | 97 | 3 | -0.2 | -10 | ? | 3 | 0.4 | -8 | 2 | -15
COCc1nc(-c2cc(Br)ccc2OC)no1 | 96 | -3 | 0.2 | -3 | -2 | 4 | -1.7 | -6 | 0 | -2
O=C(OCc1ccccc1F)c1cc([N+](=O)[O-])ccc1N1CCOCC1 | 95 | 1 | -0.2 | 7 | 5 | -10 | -0.3 | -18 | -1 | -4
CCOc1cc(C2C3=C(CC(C)(C)CC3=O)N(C)C3=C2C(=O)CC(C)(C)C3)ccc1O | 95 | -8 | 0.0 | 2 | -5 | -3 | 0.1 | 3 | -1 | 7
O=C(Cc1ccc(Cl)cc1)N1CCc2ccccc2C1 | 93 | 16 | 0.2 | 1 | -1 | -11 | -0.8 | -5 | -3 | -5
CCOC(=O)c1c(C)[nH]c(C(=O)OCC(=O)N2CCCC2=O)c1C | 96 | 0 | -0.2 | -7 | -12 | 5 | -1.8 | -4 | 2 | 9
CCOc1ccc(N(C(=O)c2ccc(S(=O)(=O)N3CCCC3)cc2)C2C=CS(=O)(=O)C2)cc1 (stereo not drawn) | 95 | 3 | 0.2 | 3 | -3 | 1 | -1.9 | -6 | -4 | 0
O=C1CS(=O)(=O)c2ccccc2N1 | 98 | 0 | 0.0 | 4 | 8 | 1 | -0.1 | -4 | 2 | 2
O=C(CSc1nnc(NC(=O)C2CC(=O)N(c3ccc(F)cc3)C2)s1)NCC1CCCO1 (stereo not drawn) | 99 | 3 | 0.1 | 0 | 4 | 3 | -0.6 | . | 3 | -2

Outcome played no part in choosing rows, and some 3.6% of all compounds hit somewhere here.
